D1 ag – agonists of human D1 dopamine receptor. P21728. HEK293 T-REx D1 cells, calcium flux, agonist mode. activation, % at 2 µM. 360,000 compounds, 1% hits. AID 504660; further: 0% is about no effect
Target sequence (P21728 whole entry, looked up): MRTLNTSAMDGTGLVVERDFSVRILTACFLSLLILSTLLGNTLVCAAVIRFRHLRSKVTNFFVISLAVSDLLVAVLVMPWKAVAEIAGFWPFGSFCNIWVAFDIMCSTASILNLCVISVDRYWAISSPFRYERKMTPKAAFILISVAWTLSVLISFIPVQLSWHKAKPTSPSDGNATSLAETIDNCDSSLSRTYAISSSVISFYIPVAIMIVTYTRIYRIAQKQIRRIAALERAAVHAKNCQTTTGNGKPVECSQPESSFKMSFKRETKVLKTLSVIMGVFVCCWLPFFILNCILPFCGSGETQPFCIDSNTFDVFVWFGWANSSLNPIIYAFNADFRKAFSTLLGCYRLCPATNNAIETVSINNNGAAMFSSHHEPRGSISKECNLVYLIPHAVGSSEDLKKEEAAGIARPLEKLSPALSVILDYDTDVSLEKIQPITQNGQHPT
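Agonism was scored from calcium flux recorded over 180 s (1 read/s) after pintool compound addition, following a 10-cycle baseline. Cells were inducible force-coupled HEK293 TREx D1, plated overnight at 30 C and loaded with no-wash calcium dye.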
TRHR agonist – activates the human TRH receptor | P34981 | TRHR cells, calcium flux fluo-8, FDSS agonist mode | activation, % at 2 µM | 360,000 compounds, 0.18% hits; further: 0% is about no effect
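In this calcium-flux screen, cells bearing human TRHR are dye-loaded with fluo-8, baselined for 10 cycles, then exposed to library compounds; positive kinetic calcium responses during the agonist phase mark hits, with TRH as control.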
D2 agonist – D2 dopamine receptor (human) agonism; P14416; HEK293 T-REx D2 cells, calcium flux agonist mode; activation, % at 2 µM; 340,000 compounds, 0.53% hits; AID 485358;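 active means activation over 3 SD above normal in the single-dose calcium agonist read, cut at about 30% in these data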; further: 0% is about no effect
Target sequence (P14416 whole entry, looked up): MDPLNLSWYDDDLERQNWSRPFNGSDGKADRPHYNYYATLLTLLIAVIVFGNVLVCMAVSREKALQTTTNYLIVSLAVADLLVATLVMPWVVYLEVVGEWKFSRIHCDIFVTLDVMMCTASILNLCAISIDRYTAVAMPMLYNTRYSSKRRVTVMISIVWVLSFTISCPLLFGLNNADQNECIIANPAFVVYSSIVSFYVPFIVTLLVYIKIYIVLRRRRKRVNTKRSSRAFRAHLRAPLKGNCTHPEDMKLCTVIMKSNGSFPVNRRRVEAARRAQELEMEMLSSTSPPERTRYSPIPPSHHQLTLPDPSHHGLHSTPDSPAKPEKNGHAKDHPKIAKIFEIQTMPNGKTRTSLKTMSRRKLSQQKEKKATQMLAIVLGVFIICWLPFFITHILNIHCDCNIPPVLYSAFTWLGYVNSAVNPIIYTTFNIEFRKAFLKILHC
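Agonism is scored from calcium flux in a force-coupled, inducible HEK293 cell line expressing D2, read kinetically for 180 s after compound addition against dopamine controls.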
D2 antag – antagonists of human D2 dopamine receptor; P14416; HEK293 TREx D2 cells, calcium flux, dopamine EC80; inhibition, % at 10 µM; 340,000 compounds, 2% hits; AID 485344; in the data active means inhibition above about 30%; further: 0% is about no effect
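Antagonism is scored as inhibition of an EC80 dopamine-evoked calcium signal in a force-coupled, tetracycline-inducible HEK293 T-REx D2 line, with compound present 180 s before agonist.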
RXFP1 antagonist – blocks the human relaxin receptor RXFP1; Q9HBX9; HEK293-RXFP1, relaxin-stimulated cAMP HTRF, 30 min; hits give low values; activity change, negative = inhibition, % at 57.5 µM; 350,000 compounds, 0.59% hits; AID 1259400;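 active means activity change of -60% or lower, but not beyond a set lower limit; inconclusive means change between -60% and -40%, or beyond the set limit; inactive means change above -40%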; further: on the % scale 0 is the no-effect control and ±100 the full control effect
D1 PAM – potentiators of human D1 dopamine receptor. P21728. HEK293 TREx D1 cells, calcium flux, dopamine EC20 potentiation. potentiation, % at 10 µM. 360,000 compounds, 0.036% hits; in the data active means potentiation above about 30%; further: 0% is about no effect
D2 PAM – positively modulates the human D2 dopamine receptor allosterically; P14416; 340,000 compounds, 0.34% hits; potentiation, % at 10 µM; HEK293 T-REx D2, calcium flux, EC20 dopamine potentiation;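 active means potentiation over 3 SD above the plate norm, cut at about 30% in these data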; further: 0% is about no effect
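Using a no-wash calcium dye in inducible, force-coupled HEK293 Trex cells expressing D2, we tracked fluorescence each second for 180 s after compound, then for 180 s after EC20 dopamine to detect augmented signalling.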
D1 antagonist – blocks dopamine activation of the human D1 receptor; HEK293 TREx D1 cells, calcium flux, dopamine EC80; hits give low values; activity change, negative = inhibition, % at 10 µM; 360,000 compounds, 3.2% hits; AID 504652; in the data active means activity change below about -30%; further: on the % scale 0 is the no-effect control and ±100 the full control effect
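Allosteric or orthosteric antagonism assessed as attenuation of the calcium response to EC80 dopamine, added 180 s after compound, in induced HEK293 Trex D1 cells loaded with no-wash calcium dye.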
TRHR PAM – allosteric enhancers of human TRH receptor. P34981. TRHR cells, fluo-8 calcium fluorescence, EC20 TRH enhancement. enhancement, % at 2 µM. 360,000 compounds, 0.66% hits. AID 493056; in the data active means enhancement above about 30%; further: 0% is about no effect
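TRHR-expressing cells loaded with fluo-8 calcium dye were read kinetically (ex 480/em 530) during compound addition, then stimulated with an EC20 of TRH (10 nM final). Enhancement of the Gq-mediated intracellular calcium response was scored.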
* = called active by the depositor; ? = inconclusive; . = not tested or not shown. Unless noted, no stated cut-off is given here; in the data, active means activation above about 30%; inactive means the rest. Rows were taken by chance. Share with any hit: about 7.1%.

no.	Compound	D1 PAM	RXFP1 antagonist	TRHR agonist	TRHR PAM	D2 antag	D1 ag	D1 antagonist	D2 PAM	D2 agonist
1	CC(C)c1ccc(CNC(=O)CCc2ccccc2)cc1	3.6	-8.4	0.1	8.3	0.7	2.4	-7.3	2.2	0.4
2	CC(=O)c1ccc(OCC(=O)OCC(=O)N(CC(C)C)c2c(N)n(Cc3ccccc3)c(=O)[nH]c2=O)cc1	-3.0	-14.6	-0.3	1.4	10.7	0.9	-3.7	-4.0	0.8
3	Cc1nc2c(ncn2-c2ccccc2)c(=O)n1NC(=O)CN1CCCCC1	-0.6	-4.9	0.0	3.2	-10.6	1.4	-2.0	-3.6	0.4
4	CC(C)C(C)NC(=O)COc1ccc(S(=O)(=O)N2CCOCC2)cc1Cl (stereo not drawn)	-2.9	-3.3	0.9	-0.5	-6.3	3.9	-15.8	-12.5	0.2
5	C=CCNc1cnn(-c2ccc(C)cc2)c(=O)c1Sc1ccc(C)cc1	-4.5	-6.1	-0.2	1.6	.	-0.7	.	-3.8	.
6	N#Cc1ccccc1CSCCNC(=O)Cc1c(F)cccc1Cl	-1.9	11.0	-0.6	-0.7	-0.8	2.3	17.3	-11.0	-1.4
7	COc1ccc(CC(=O)Nc2cccc(C)n2)cc1OC	-6.1	-17.9	0.4	1.1	12.6	9.8	-6.0	10.3	-0.4
8	O=C(O)CCN1C(=O)/C(=C\c2cccc(Oc3ccccc3)c2)SC1=S	1.4	-6.3	-0.3	1.8	0.4	0.2	11.3	0.4	-0.2
9	CCCCNC(=O)C1Cc2cc(S(=O)(=O)N3CCCC3)ccc2N1C(C)=O (stereo not drawn)	0.5	-9.7	0.1	9.5	.	1.4	-3.7	.	.
10	COc1cccc(N2CC(C(=O)Oc3ccc4ccccc4c3)CC2=O)c1 (stereo not drawn)	10.1	-8.1	0.7	-2.5	9.8	6.2	-0.5	20.9	-0.2
11	COc1ccc(-c2c(S(=O)(=O)c3ccccc3)cnn2-c2ccccc2)cc1	-2.7	-17.3	-0.4	0.5	-32.6	3.3	-26.8	-1.3	0.4
12	Cc1ccc(S(=O)(=O)NCc2ccc(/C=C(/C#N)C(=O)NCc3ccccc3)o2)cc1	-3.8	15.5	0.1	6.2	-48.9	0.8	-7.5	-2.8	-3.4
13	COc1ccccc1N(CN1C(=O)c2ccccc2C1=O)C(=O)c1cccnc1	-6.0	-0.7	0.0	4.2	-18.4	0.5	-11.0	-3.7	0.5
14	CCOCN(C(=O)Cn1c(CO)nc2ccccc21)c1c(C)cccc1CC	-0.7	-3.9	1.4	-1.4	-5.8	0.7	9.3	2.2	0.6
15	COc1ccc(/C=C/C(=O)NC2CCCCCCC2)cc1S(=O)(=O)N1CCOCC1	-2.6	2.1	-0.3	-3.1	4.2	2.5	4.6	-6.0	0.2
16	CCCCN(CC)CCCNC(=O)CC1Oc2ccccc2NC1=O (stereo not drawn)	-8.8	16.4	0.6	1.8	87.0*	0.9	-9.9	-18.4	80.7*
17	Cc1cccn2c(=O)c(/C=C(\C#N)C(N)=O)c(N3CCN(Cc4ccc5c(c4)OCO5)CC3)nc12	0.5	23.6	-0.7	-2.2	-4.2	0.9	5.8	-7.3	-1.8
18	C=CC[n+]1c(-c2ccc(C)cc2)csc1Nc1c(C)n(C)n(-c2ccccc2)c1=O	-2.0	?	-2.1	24.4	.	1.5	-24.7	.	.
19	O=C(COC(=O)c1cnc(Cl)c(Cl)c1)NCc1cccs1	2.0	-31.9	-0.5	-2.6	-13.8	2.9	1.7	-4.9	0.5
20	CCOC(=O)N1CCN(CCC(=O)Nc2ccccc2)CC1	-0.9	-14.3	0.2	-5.6	8.0	0.7	8.0	-7.5	0.6

Exported field by field: 4 of the compounds above.
#11 COc1ccc(-c2c(S(=O)(=O)c3ccccc3)cnn2-c2ccccc2)cc1
  D1 PAM: -2.7; RXFP1 antagonist: -17.3; TRHR agonist: -0.4; TRHR PAM: 0.5; D2 antag: -32.6; D1 ag: 3.3; D1 antagonist: -26.8; D2 PAM: -1.3; D2 agonist: 0.4
#12 Cc1ccc(S(=O)(=O)NCc2ccc(/C=C(/C#N)C(=O)NCc3ccccc3)o2)cc1
  D1 PAM: -3.8; RXFP1 antagonist: 15.5; TRHR agonist: 0.1; TRHR PAM: 6.2; D2 antag: -48.9; D1 ag: 0.8; D1 antagonist: -7.5; D2 PAM: -2.8; D2 agonist: -3.4
#13 COc1ccccc1N(CN1C(=O)c2ccccc2C1=O)C(=O)c1cccnc1
  D1 PAM: -6.0; RXFP1 antagonist: -0.7; TRHR agonist: 0.0; TRHR PAM: 4.2; D2 antag: -18.4; D1 ag: 0.5; D1 antagonist: -11.0; D2 PAM: -3.7; D2 agonist: 0.5
#14 CCOCN(C(=O)Cn1c(CO)nc2ccccc21)c1c(C)cccc1CC
  D1 PAM: -0.7; RXFP1 antagonist: -3.9; TRHR agonist: 1.4; TRHR PAM: -1.4; D2 antag: -5.8; D1 ag: 0.7; D1 antagonist: 9.3; D2 PAM: 2.2; D2 agonist: 0.6

Remaining list, next part:
no.	Compound	D1 PAM	RXFP1 antagonist	TRHR agonist	TRHR PAM	D2 antag	D1 ag	D1 antagonist	D2 PAM	D2 agonist
21	CC(CC(=O)NCC1CCCO1)c1ccccc1 (stereo not drawn)	-5.0	-7.0	0.6	-2.8	4.2	0.5	8.5	-4.6	0.0
22	COc1cc(CN(C)CC2CCCN(CCc3cccc(C(F)(F)F)c3)C2)ccc1O (stereo not drawn)	-9.1	-25.5	0.0	4.5	3.9	6.5	9.1	-4.4	0.3
23	Cc1ccc(NC(=O)CSc2ncc3c(n2)-c2ccccc2N(Cc2cccc(F)c2)S3(=O)=O)cc1F	-2.9	6.9	0.3	-0.9	.	5.4	0.8	-13.7	0.6
24	ON1C(c2ccc(Cl)cc2Cl)N(O)[C@H]2CCCC[C@H]21 (stereo partly drawn)	-4.0	5.4	0.2	-2.4	-9.2	-0.8	-8.0	-9.1	-0.2
25	O=C(Nc1ccc(O)cc1)c1cccc(Oc2ccc([N+](=O)[O-])cc2)c1	-2.5	-26.1	0.2	-1.9	-0.6	3.9	-14.3	-0.3	1.5
26	Cc1nc2ccc(S(=O)(=O)NCC(=O)O)cc2s1	-0.4	-8.1	0.6	6.2	-12.9	-3.7	-2.3	0.4	0.3
27	Cc1ccc(NC(=O)c2ccccc2NS(=O)(=O)c2ccc(Cl)s2)cc1S(=O)(=O)N1CCOCC1	-6.1	-6.2	-1.0	-22.7	.	34.4*	-50.5*	.	.
28	C=C1CC(C)OC(c2ccccc2OCC(O)CN2CCCCC2)C1 (stereo not drawn)	-12.7	8.9	0.7	-0.2	65.1*	3.9	-12.1	-7.6	0.3
29	O=S(=O)(c1ccc(Br)cc1)c1nc(-c2ccco2)oc1SCc1ccccc1Cl	1.9	-22.1	-0.1	-2.6	.	0.0	1.8	5.8	0.4
30	O=C(CN1C(=O)NC2(CCCCCC2)C1=O)NCc1ccco1	-0.6	6.5	-0.9	-2.0	-9.6	0.1	7.5	18.1	0.1
31	CSc1ccccc1NC(=O)c1ccco1	-6.5	-23.5	-0.3	-7.8	-1.6	0.0	24.2	-8.2	-1.4
32	CCn1c2ccccc2c2nn(C)c(=N)nc21	-1.4	-15.0	1.1	1.2	0.5	2.9	2.1	-0.6	6.2
33	O=S(=O)(c1ccc(SCCOc2ccccc2)nc1)N1CCCC1	-3.2	-4.7	3.6	-2.2	-13.1	7.9	-2.8	0.5	-0.3
34	COCCNc1nnc(SCC(=O)NC(=O)c2ccccc2OC)s1	1.0	-5.4	0.4	-3.5	-11.2	2.7	2.3	-7.0	-0.2
35	CCOC(=O)c1ccc(NC(=O)CCc2nc(-c3ccc(Cl)cc3)no2)cc1	-3.9	-2.2	0.0	11.3	2.9	20.4	-19.2	-0.6	0.2
36	O=C(C1CC(=O)N(c2ccc3c(c2)OCCO3)C1)N1CCCC(C(F)(F)F)C1 (stereo not drawn)	-2.2	-11.4	0.1	2.5	15.5	3.5	-2.7	11.7	0.0
37	Cc1ccc(N2NC3(CCN(C(N)=O)CC3)NC2=O)cc1	-2.1	-4.1	0.0	6.4	-3.9	2.9	3.9	6.6	0.7
38	CCOC(=O)c1csc(NC(=O)CCSc2ccccc2)n1	0.6	-3.4	2.7	-2.1	-11.4	18.8	12.7	10.8	3.6
39	CCCCC(CC)CNC(=O)c1ccc2c(=O)n(CCOC)c(=O)[nH]c2c1 (stereo not drawn)	5.0	-28.7	1.2	-1.5	.	2.5	-4.4	.	-0.9
40	Cc1ccnc(N2CCC(C(=O)NNC(=O)COc3cccc4ccccc34)CC2)n1	1.9	0.9	0.1	4.7	-10.3	0.6	-27.0	8.7	0.4

Looked up above:
D2 PAM with cpd 22 : -4.4
D1 ag with cpd 21 : 0.5
D2 PAM with cpd 32 : -0.6
D2 antag with cpd 40 : -10.3
TRHR agonist with cpd 27 : -1.0

(listing goes on)
no.	Compound	D1 PAM	RXFP1 antagonist	TRHR agonist	TRHR PAM	D2 antag	D1 ag	D1 antagonist	D2 PAM	D2 agonist
41	C/C(=N\N=C(N)N)c1ccc(Cl)c(Cl)c1	-11.8	-20.3	0.9	-0.6	2.8	27.3	-15.9	-1.0	2.4
42	CC(C)(CNC(=O)c1cc(=O)[nH]c2ccccc12)N1CCOCC1	-1.2	-4.3	0.6	7.7	1.1	5.3	7.0	-4.2	0.6
43	CC(=O)N1CCc2c(sc3c2c(=O)n(Cc2ccccc2)c(=O)n3Cc2cc(C)ccc2C)C1	0.8	.	0.2	10.9	.	0.0	8.0	-0.8	-0.3
44	CC1CN=C(N(C(=O)Nc2ccccc2)C(C)C)S1 (stereo not drawn)	-1.1	-8.7	1.0	-0.7	27.6	0.2	2.4	0.6	0.1
45	O=c1cc(CN2CCN(c3ccccn3)CC2)nc2sccn12	14.2	6.7	0.2	-2.2	12.4	1.3	0.2	-17.4	54.5*
46	CCOC(=O)C1CCN(C(=O)CSc2n[nH]c(-c3ccccc3)n2)CC1	0.1	-15.9	-0.1	-4.1	.	2.5	-0.7	-6.9	1.0
47	FC(F)(F)c1cccc(N2CCN(Cc3ccoc3)CC2)c1	-6.0	-7.1	0.9	2.1	102.5*	2.1	-29.9	-29.2	0.4
48	Cc1ccc(C(=O)c2ccc(N3CCN(C)CC3)c([N+](=O)[O-])c2)cc1	-7.5	-8.2	0.6	2.2	0.2	7.9	-41.9*	0.4	-0.7
49	Cc1ccc(CNC(=O)c2ccc(Cn3c(=O)c4ccccc4n(CC(=O)Nc4c(C)cc(C)cc4C)c3=O)cc2)cc1	-0.5	.	1.0	-4.5	.	3.5	9.4	2.0	0.5

Assay outcomes deposited in PubChem by National Center for Advancing Translational Sciences (NCATS).
